IL2 activator – activates IL-2 in a cell-based reporter assay; activation, % (series mostly up to about 46 µM); hit rate 0.065% among 360,000; IL-2 activation reporter assay, cell-based qHTS; stimulated with anti-CD3/CD4/CD28 beads; in transgenic mouse T cells; in the data active = activation above about 50%; inconclusive = mostly about 30% to 49%; note: 0% is about no effect
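First, unstimulated transgenic mouse T cells were exposed to compound for 60 min. Next, anti-CD3/anti-CD4-coated beads with anti-CD28 were added. Finally, after 18 h at 37 degrees C, EGFP and DsRed were imaged.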
HepG2 tox – counter-screen for TGF-b inhibitors: cytotoxicity in HepG2 cells; HepG2 CAGA-GFP viability, ATP luminescence, 18 h; hit rate 0.76% among 410,000; Potency, µM (doses to about 46.1 µM), inactives show top-dose activity change, negative = cytotoxicity, most hits filed as cytotoxic; note: potency is the fitted concentration of half-maximal effect; some results filed as inactive show a strong effect at the top dose
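CellTiter-Glo luminescence gave cytotoxicity after 18 hours at 37 degrees C. The cells were HepG2 CAGA-GFP in 1% FBS DMEM, stimulated with 500 pg/mL TGF-beta after compound addition. %Activity was normalised to no-cell wells (complete cell-killing) and DMSO (no toxicity), and curves were fitted and classified.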
ATXN2 expr inh – reduces ATXN2 reporter expression in HEK-293 cells | Potency, µM (doses to about 57 µM), for the others: top-dose activity change, negative = inhibition, usual class: inhibitors | hit rate 0.72% among 360,000 | HEK-293 ATXN2-luciferase reporter, luminescence, 24 h; note: potency is the fitted concentration of half-maximal effect; % is set by controls: 0 for no effect and ±100 for the full control effect; nearly all actives have a fitted effect of over 55% in size
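ATXN2-luciferase reporter cells (luciferase flanked by upstream and downstream ATXN2 gene portions) were treated 24 h at 37 °C with compounds at up to 57 uM. SteadyGlo luminescence gave expression; GF-AFC fluorescence gave viability.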
TGFb inhibitor – inhibitors of TGF-b signaling; Potency, µM (top dose mostly 46.1 µM), inactives show top-dose activity, negative = inhibition, usual class: inhibitors; HepG2 CAGA-GFP TGF-b/SMAD3 reporter, GFP fluorescence, 18 h; TGF-beta stimulated, 500 pg/mL final; hit rate 1.2% among 410,000; note: potency is the fitted concentration of half-maximal effect; % is set by controls: 0 for no effect and ±100 for the full control effect; nearly all actives have a fitted effect of over 65% in size
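Using HEPG2 CAGA-GFP reporter cells at 1000 cells/well, we pinned test compounds, stimulated with recombinant TGF-beta (500 pg/mL final) and measured total well GFP after 18 h.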
Nrf2 ARE act – activates Nrf2 signaling | hit rate 0.31% among 410,000 | AREc32 ARE-luciferase reporter (MCF7-derived line), luminescence, 24 h | Potency, µM (top dose mostly 46.1 µM), inactives show at the highest dose activation, usual class: activators; note: potency is the fitted concentration of half-maximal effect; % of control where 0% means no effect; nearly all actives have a fitted effect of over 65% in size
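For detection, Steady-Glo was added and plates sat 30 min at RT; before that, AREc32_Fluc cells grown overnight in OPTI-MEM/5% FBS had been treated with 23 nL compound for 24 hr at 37 deg C.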
Nrf2 inh – inhibitors of Nrf2 signaling. A549 ARE-Fluc reporter, luciferase luminescence, 18-24 h. Potency, µM (series often up to 46 µM), inactives show at the top dose activity change, negative = inhibition, usual class: inhibitors. hit rate 2.1% among 360,000; note: potency is the fitted concentration of half-maximal effect; % is set by controls: 0 for no effect and ±100 for the full control effect; nearly all actives have a fitted effect of over 60% in size
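A549 ARE_Fluc cells, 5000/well, 5% FBS OPTI-MEM; compounds in dose-response, 18-24 h at 37 °C/5% CO2; CellTiter-Fluor viability read (Ex 405/Em 525), then BugLite luciferase luminescence = Nrf2 activity.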
S2 tox – viability counter-screen for ATXN expression inhibitors; Potency, µM (highest dose often 56.7 µM), actives largely listed as cytotoxic; hit rate 0.49% among 400,000; S2 cells (HEK-293 line with an ATXN2-luciferase reporter) viability, CellTiter-Fluor protease fluorescence, 24 h; note: potency is the fitted concentration of half-maximal effect; nearly all actives have a fitted effect of over 40% in size
A549 tox – counter-screen for Nrf2 inhibitors: cytotoxicity in A549 cells; A549 ARE-Fluc cells, CellTiter-Fluor viability, 18-24 h; Potency, µM (series often up to 46 µM), for the others: at the highest dose activity change, negative = cytotoxicity, most hits filed as inhibitors; hit rate 0.16% among 390,000; AID 504648; note: potency is the fitted concentration of half-maximal effect; % is set by controls: 0 for no effect and ±100 for the full control effect
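A549 ARE-Fluc cells in 5% FBS OPTI-MEM, 5000 cells/well, rested 2 h then exposed to compounds in concentration-response for 18-24 h at 37 °C. Viability by CellTiter-Fluor fluorescence (Ex 405/Em 525) after 30 min; luciferase luminescence (BugLite, 15 min, RT) read afterwards.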
EPAC2 agonist – agonists of human EPAC2 (RAPGEF4); Q8WZA2; EPAC2 activation, biochemical qHTS; response scale: 100% = 6.5 mM cAMP response; Potency, µM (top dose mostly 154 µM), without a hit: at the top dose activation, usual class: activators; hit rate 0.079% among 360,000; AID 720711; note: potency is the fitted concentration of half-maximal effect; nearly all actives have a fitted effect of over 50% in size
Target sequence (Q8WZA2 whole entry, looked up): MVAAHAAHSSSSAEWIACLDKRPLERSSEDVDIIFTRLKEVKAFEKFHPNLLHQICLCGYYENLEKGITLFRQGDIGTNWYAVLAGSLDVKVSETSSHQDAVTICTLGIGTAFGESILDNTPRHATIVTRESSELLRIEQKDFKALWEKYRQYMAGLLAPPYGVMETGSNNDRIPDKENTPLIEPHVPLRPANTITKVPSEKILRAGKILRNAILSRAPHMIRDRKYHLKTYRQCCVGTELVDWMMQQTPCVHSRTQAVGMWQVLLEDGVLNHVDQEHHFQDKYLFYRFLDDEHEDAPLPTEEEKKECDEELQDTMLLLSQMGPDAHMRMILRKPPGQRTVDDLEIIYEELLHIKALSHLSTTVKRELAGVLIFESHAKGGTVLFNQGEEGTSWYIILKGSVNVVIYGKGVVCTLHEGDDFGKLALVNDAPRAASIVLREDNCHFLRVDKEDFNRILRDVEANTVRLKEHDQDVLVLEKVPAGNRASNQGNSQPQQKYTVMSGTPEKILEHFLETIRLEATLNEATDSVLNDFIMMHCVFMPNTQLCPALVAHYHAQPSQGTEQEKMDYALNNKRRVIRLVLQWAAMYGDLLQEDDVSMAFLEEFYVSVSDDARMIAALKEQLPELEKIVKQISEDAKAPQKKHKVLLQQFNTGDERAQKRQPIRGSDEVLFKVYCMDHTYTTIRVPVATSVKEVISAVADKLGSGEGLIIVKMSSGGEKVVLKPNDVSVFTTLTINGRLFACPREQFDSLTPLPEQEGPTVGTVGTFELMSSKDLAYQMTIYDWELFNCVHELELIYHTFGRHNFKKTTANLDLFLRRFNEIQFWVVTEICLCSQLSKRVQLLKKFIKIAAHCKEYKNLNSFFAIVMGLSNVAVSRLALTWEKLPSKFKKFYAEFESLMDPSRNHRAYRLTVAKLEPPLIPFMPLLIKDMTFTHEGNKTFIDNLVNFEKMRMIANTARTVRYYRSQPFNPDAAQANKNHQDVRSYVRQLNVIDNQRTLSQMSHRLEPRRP
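qHTS, titration series. 100 nM EPAC2 / 250 nM Rap1B-BODIPY-GDP / 50 uM GDP; RT; ex 480/em 540 nm, 5-min reads to 30 min. Norm. to 6.5 mM cAMP = activation.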
Active calls of the source: *; i = inactive; ? = inconclusive; / = no result given; & = joins results of further samples; [ ] = another dose, or the depositor's remark. Unless noted, calls come from the whole dose curve; as a rule, active = well fitted curve in the direction sought with a large enough effect; inconclusive = small, poorly fitted or top-dose-only effect, or another doubt; inactive = no such curve, though single readings can be large; an effect the other way counts as inactive or inconclusive. The order is random; 4.3% or so of the library scored in one or more.

SMILES	IL2 activator	HepG2 tox	ATXN2 expr inh	TGFb inhibitor	Nrf2 ARE act	Nrf2 inh	S2 tox	A549 tox	EPAC2 agonist
O=c1[nH]c(=O)n(Cc2ccco2)c2c1C(C(F)(F)F)(C(F)(F)F)N=C(c1ccco1)N2	-0.6	7%	51%[activator]	25%	8.9%	-23%	i	-14%	-10%
O=C1c2ccccc2C(=O)N1CCOc1ccc(F)cc1	1.7	-7%	/	-2%	14%	?	i	7%	-2%
COc1ccc([N+](=O)[O-])cc1NC(=O)C1C2C=CC(C2)C1C(=O)O (centres undefined)	1.3	-6%	1%	7%	-0.1%	-2%	i	2%	10%
CN(C)/C=C(\C#N)C(=O)c1cccc(Oc2ccc(Br)cc2)c1	0.0	-33%	-2%	37%[activator]	0.0%	-27%	i	0%	6%
COCC(=O)Nc1cc(C)cn(Cc2c(F)cccc2Cl)c1=O	-0.7	1%	-12%	14%	0.2%	?	i	-4%	2%
CN(CC(=O)Nc1ccccc1Cl)C(=O)CCc1nc2ccccc2c(=O)[nH]1	1.2	-8%	10%	-3%	2.7%	-5%	i	2%	9%
c1ccc(CNc2nc(-c3ccccc3)nc3ccccc23)cc1	-1.8	-24%	-1%	?	-0.5%[9.22 µM]	?	i	-17%	6%
Cc1cc(=O)oc2cc(NC(=S)NNC(=O)c3c(Cl)cnn3C)ccc12	-0.8	0%	24%	7%	0.1%	-4%	i	-3%	5%
CSc1nsc(/C=C/Nc2ccc(Cl)cc2)c1C#N	0.5	1%	4%	-3%	21%	-8%	i	3%	-13%
C=CCNC(=S)Nc1sc2c(c1C(=O)OCC)CC(C(C)C)OC2 (centres undefined)	-3.0	-28%	-16%	0%	-0.9%	?	i	-9%	-9%
COC(=O)CCC(=O)OC1(C)C(=O)C=C2C=C(C3CC3)N(C3CC3)C=C2C1=O (centres undefined)	0.0	-12%	10%	0%	-0.4%	1%	i	-18%	15%
O=C(NCCN1CCOCC1)C1CCC(CNS(=O)(=O)c2ccc(Cl)cc2)CC1 (centres undefined)	-1.5	8%	16%	0%	-0.4%	6%	i	-1%	5%
CCOC(=O)Cc1csc(NC(=O)COc2ccccc2OC)n1	-1.5	-11%	0%	-29%	-0.4%	-14%	i	-1%	8%
O=C1CC(C(=O)Nc2ncccn2)C(c2ccccc2)O1 (centres undefined)	-2.2	2%	3%	0%	-0.6%	16%	i	-2%	3%
Cc1cc(-c2c(C)[nH]n(-c3ccc(Cl)cc3)c2=O)n[nH]1	-3.4	-43%	-1%	-25%	-0.6%	?	i	-10%	2%
CCOC(=O)c1c(-c2ccccc2)csc1NC(=O)c1nc(SCC)ncc1Cl	/	-18%	10%	-16%	-0.7%	2%	i	8%	/
O=C(NCCC1=CCCCC1)c1[nH]c(C(F)(F)F)nc1-c1ccccc1	-0.8	-31%	-30%	?	0.4%	/	?	/	8%
O=C(NC(=S)Nc1ccc(F)c([N+](=O)[O-])c1)c1ccccc1F	-2.8	-8%	-20%	?	29%	?	?	-4%	4%
CCN(c1nc(N)c(C(=O)N=C(N)N)nc1Cl)C(C)C	0.2	-13%	-22%	-3%	11%	-1%	?	-13%	0%
CS(=O)(=O)c1ccc(C(=O)OCC(=O)N2CCOCC2)cc1[N+](=O)[O-]	-0.6	8.9µM*	?	7.1µM*	?	/	?	/	7%
CN(Cc1ccccc1)C(=O)C(=O)c1cn(CC(=O)N2CCCC2)c2ccccc12	-1.4	-13%	-2%	3%	-0.1%	-11%	?	-3%	2%
Cc1cccc(NC(=O)Cn2nc(C)c3nn(-c4ccc(Cl)cc4)c(C)c3c2=O)c1C	/	-19%	/	-24%	-0.7%	/	/	-1%	/
Cc1ccc2nc(-c3ccc(Cl)c(NC(=O)c4cccnc4)c3)oc2c1	/	-46%	63%[activator]	-6%	3.9%	?	i	10%	/
CN(C)S(=O)(=O)c1cccc(C(=O)NCCc2ccccc2)c1	-0.3	-4%	21%	?	-1.7%	/	i	-10%	16%
COc1ccc(-c2cc(=O)oc3c(C)c(OC(C)C(=O)NCc4ccccn4)ccc23)cc1 (centres undefined)	-0.1	-4%	-22%	-10%	-0.6%	?	i	3%	1%
CCOC(=O)c1c(NC(=O)CSc2nnc(-c3cccnc3)o2)sc(C)c1C	0.4	2%	-3%	-4%	0.3%	16%	i	-8%	-6%
Cc1c(CC(=O)NCC(=O)NCC(=O)O)c(=O)oc2c(C)c3oc4c(c3cc12)CCCC4	-2.8	15%	8%	2%	0.0%	2%	i	-3%	5%
Cn1cc(/C=C2\SC(=S)N(N3CCOCC3)C2=O)c2ccccc21	1.7	11%	9%	-5%	-0.2%	9%	i	-11%	2%
CCOc1ccc(CCNS(=O)(=O)c2cnc[nH]2)cc1OCC	-0.2	-17%	5%	-2%	0.3%	-1%	i	-3%	-1%
O=S(=O)(Nc1cccnc1Cl)c1ccc(-c2ccccc2)cc1	0.8	-4%	-11%	-3%	-0.1%	?	i	-3%	9%
CCOc1ccccc1NC(=O)c1ccc(C(=O)Nc2ccccc2OCC)cc1	/	4%	10%	32%[activator]	0.5%	5%	i	3%	/
CCOCc1c(C(=O)NCc2ccccc2CN2CCCC2)oc2ccccc12	-0.3	-39%	8%	-15%	5.1%	1%	i	0%	-3%
Cc1ccc(SCC(=O)NC(=O)NC2CCCC2)c(C)c1	-0.7	-10%	-1%	-10%	1.8%	?	i	-2%	9%
Cc1nc(-c2noc(-c3ccc(Cl)cc3)n2)c(C(F)(F)F)o1	2.7	-28%	15%	6%	0.3%	2%	i	7%	-2%
CCN(CC)c1cc(C)c2cc(NC(=O)c3cccs3)ccc2n1	1.4	-19%	-8%	25%	2.3%	5%	i	?	13%
Cc1oc(-c2ccccc2F)nc1CN1CCC(C(=O)NCc2cccs2)CC1	-2.1	-1%	-6%	-8%	0.4%	2%	i	8%	9%
CC(C)C(C)(C#N)NC(=O)CSc1nncn1-c1ccccc1 (centres undefined)	-2.6	-155%	-7%	-3%	-0.1%	-4%	i	0%	9%
O=C(COc1nc2ccccc2nc1N1CCOCC1)NCC(F)(F)F	-0.4	2%	-6%	38%[activator]	-0.2%	7%	i	-2%	-6%
Cn1c(SCC(=O)c2ccccc2)ncc(C(=O)Nc2ccc(F)cc2)c1=O	-3.0	-30%	-2%	11%	4.7%	29%	i	10%	7%
CN(C)c1ccc(O)c2c1CC1CC3[C@@H](N(C)C)C(=O)C(C(N)=O)C(=O)[C@]3(O)C(=O)C1C2=O (some centres undefined)	0.4	-23%	-9%	-3%	0.3%	?	i	?	0%
CCNC(=O)C1(C)CCN(Cc2ccc(-c3ccccc3)cc2)C1 (centres undefined)	-0.8	-36%	-4%	-3%	4.1%	/	i	/	11%
CNCCC(Oc1ccccc1OC)c1ccccc1 (centres undefined)	-0.4	-26%	-13%&-23%	28%	0.4%	-16%	i	4%	5%
CCOc1ccccc1N/C=C(\C#N)c1nc2ccccc2n1C	0.9	-3%	2%	-2%	3.7%	-21%	i	-13%	-1%
O=C(COC(=O)c1ccc(S(=O)(=O)NCc2ccco2)cc1)Nc1ccccc1OC(F)F	-1.4	9%	1%	12%	-0.7%	-10%	i	-6%	-8%
O=S1(=O)CC(O)C(N2CCC(c3ccccc3)CC2)C1 (centres undefined)	-2.2	-24%	4%	4%	-0.7%	1%	i	-7%	10%
Cc1ccc(S(=O)(=O)N2C[C@H]3C(=O)C[C@@H](c4cccc(C)c4)N(S(=O)(=O)c4ccc(C)cc4)[C@H]3C[C@H]2c2ccccc2)cc1	-0.1	-28%	-10%	-32%	0.4%	/	i	/	-10%
CCN(CC)S(=O)(=O)c1ccc2c(c1)nc(SCc1nc3ccsc3c(=O)[nH]1)n2CC	0.8	-1%	-10%	-4%	0.3%	?	i	1%	-8%
COc1cc2c(=O)n(Cc3ccco3)c(=O)n(CC(=O)c3cccc(Br)c3)c2cc1OC	2.4	5%	?	-4%	0.3%	?	?	?	-17%
COC(=O)COc1ccc2occ(C(C)=O)c2c1	-1.6	-16%	2%	-1%	7.9%	?	i	1%	-8%
COc1ccc(CC(=O)OCC(=O)NCc2ccccc2Cl)cc1OC	-3.4	2%	1%	6%	-0.1%	14%	i	1%	-6%
CC(C)Oc1ccc(C(=O)Nc2ccc3c(c2)n(C)c(=O)n3C)cc1	-0.6	1%	35%	8%	?	-13%	i	1%	4%
COc1ccc(N2CC(C(=O)N/N=C/c3ccccc3)CC2=O)cc1 (centres undefined)	-0.3	-4%	-1%	-5%	2.4%	-10%	i	7%	8%
CN1/C(=C\C(=O)CN2C(=O)NC3(CCCCCC3)C2=O)C(C)(C)c2ccccc21	-2.0	-12%	-25%	-1%	0.6%	?	i	-20%	-4%
CCCCNC(=O)COC(=O)c1ccc(NC(C)=O)cc1	0.5	-10%	5%	0%	1.9%	-2%	i	-4%	8%
CCc1cccc2c(-c3csc(=NC)n3C)c[nH]c12	-2.1	-16%	5%	5%	6.4%	-12%	i	?	0%
